From PubChem
Rtt109 Vps75 = inhibitors of C. albicans Rtt109/Vps75 HAT, primary screen, biochemical, ThioGlo CoA-SH fluorescence, plate reader; Histone acetyltransferase RTT109 (Candida albicans (strain SC5314 / ATCC MYA-2876)), …; purified Rtt109/Vps75, 4 h; inhibition, % at 34.9 µM; 0.16% of 330,000 active;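 active = inhibition of at least 50% in every replicate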
Target sequence (Q5AAJ8 whole entry, looked up): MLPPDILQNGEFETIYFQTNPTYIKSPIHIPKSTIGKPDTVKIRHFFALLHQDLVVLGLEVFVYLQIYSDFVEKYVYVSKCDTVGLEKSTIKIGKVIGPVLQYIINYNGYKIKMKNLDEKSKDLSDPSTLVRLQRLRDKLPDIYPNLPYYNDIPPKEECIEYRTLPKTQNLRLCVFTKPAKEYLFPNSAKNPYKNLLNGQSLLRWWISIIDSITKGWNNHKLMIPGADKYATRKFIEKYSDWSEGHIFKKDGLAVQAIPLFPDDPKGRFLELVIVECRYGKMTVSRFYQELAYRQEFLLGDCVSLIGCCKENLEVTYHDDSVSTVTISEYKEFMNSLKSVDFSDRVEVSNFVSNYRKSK
PvdQ inh = P. aeruginosa PvdQ acylase inhibitors, primary screen, biochemical, fluorescence, plate reader and imaging, single point. PvdQ acylase [Pseudomonas aeruginosa LESB58]. purified PvdQ acylase. inhibition, % at 10 µM. 0.063% of 340,000 active; in the data active = inhibition above about 30%, passing the limit was not always enough;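 also: 0% = vehicle neutral wells and 100% = reference inhibitor wells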
SR-BI uptake up = activators of SR-BI mediated DiI-HDL uptake, primary screen, ldlA[mSR-BI] CHO cells, DiI fluorescence. 3 h; 100 = double the neutral-control signal. activation, % at 12.5 µM. 0.096% of 320,000 active;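 active = mean replicate activation of at least 60% and every replicate at or above 60%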;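 also: 0% = median plate neutral-control signal and 100% = twice that signal; values of inactives mirror those of a sister screen read the other way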
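Test system: SR-BI-overexpressing, LDLR-lacking CHO cells; Also added: labelled HDL, 10 µg/mL; Measured by: bottom-read cell fluorescence after medium removal, ex 550/em 595 nm; Timing: 3 h uptake period with compound, 37 °C; Buffer or medium: F12, 0.5% BSA, 25 mM HEPES; Doses: single compound concentration, delivered by pin transfer.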
SR-BI DiI inh = inhibitors of SR-BI mediated HDL lipid uptake, primary screen, ldlA[mSR-BI] cells, fluorescence, single point; inhibition, % at 12.5 µM; ldlA[mSR-BI] CHO cells, DiI-HDL uptake fluorescence, 3 h; 0.96% of 320,000 active; AID 488896, 2010; Scavenger receptor class B member 1 (Mus musculus), Q61009;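 active = mean replicate inhibition of at least 70% and a set share of replicates each scoring 70 or more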;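 also: 0% = median of neutral control wells and 100% = median of positive control wells; values of inactives mirror those of a sister screen read the other way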
Target sequence (Q61009 whole entry, looked up): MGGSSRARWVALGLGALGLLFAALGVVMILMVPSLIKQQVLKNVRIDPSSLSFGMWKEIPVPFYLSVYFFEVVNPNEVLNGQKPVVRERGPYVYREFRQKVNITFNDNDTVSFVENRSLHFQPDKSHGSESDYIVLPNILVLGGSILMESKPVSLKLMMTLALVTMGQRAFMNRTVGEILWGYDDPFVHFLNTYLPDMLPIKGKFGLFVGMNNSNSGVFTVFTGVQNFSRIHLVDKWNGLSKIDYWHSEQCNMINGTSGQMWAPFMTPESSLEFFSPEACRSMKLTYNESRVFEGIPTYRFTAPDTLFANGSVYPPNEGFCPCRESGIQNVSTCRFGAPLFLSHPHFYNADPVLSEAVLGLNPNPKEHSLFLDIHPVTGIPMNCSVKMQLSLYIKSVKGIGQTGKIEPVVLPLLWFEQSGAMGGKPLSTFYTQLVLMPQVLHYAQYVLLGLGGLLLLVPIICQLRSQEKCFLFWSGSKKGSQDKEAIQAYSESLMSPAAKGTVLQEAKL
MITF TRPM1 HTS = activators of MITF-driven TRPM1 promoter reporter, primary screen, cell-based, SK-MEL-5, luciferase, single point; SK-MEL-5 TRPM1-promoter luciferase, 24 h; % of positive control, neutral wells = 0; activation, % at 12.5 µM; 0.75% of 300,000 active;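 active = mean activation of at least 80% with every replicate also reaching 80%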;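 also: 0% = neutral control wells and 100% = parthenolide positive control wells; values of inactives mirror those of a sister screen read the other way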
HTR5A ag = HTR5A agonists in luminescence cell assay, primary screen, counter-screen for OPRM1-OPRD1 heterodimer agonist project, full-deck HTS. 5-hydroxytryptamine receptor 5A (Homo sapiens), P47898. cell-based. 0.61% of 340,000 active. activation, % at 9.3 µM; in the data active = activation mostly above about 9.5%, no sharp cut-off; inactive = mostly below about 7.6%;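 also: 0% = cells with vehicle only and 100% = reference agonist; strong numbers were not always called active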
dFosB activator = activators of delta FosB homodimer, primary screen, biochemical, fluorescence polarization, TAMRA-CDK5 oligo, single point. AID 493131, 2011. 0.99% of 340,000 active. activation, % at 25 µM. Protein FosB (Mus musculus), P13346. purified delta FosB; percent of positive-control signal above neutral wells;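 active = mean activation above about 17%, with every replicate also reaching it, limit read from the data, passing the limit was not always enough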;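 also: fluorescence polarization rise as delta FosB binds a TAMRA Cdk5 AP-1 oligo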
CDK5 inh = inhibitors of human CDK5/p35 kinase, primary screen, biochemical, single concentration; 0.01% of 330,000 active; Recombinant CDK5/p35, ADP-Glo luminescence, 60 min; Cyclin-dependent kinase 5 (Homo sapiens) + Cyclin-dependent kinase 5 activator 1 (Homo …; inhibition, % at 10 µM; AID 488839, 2010;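 active = highest replicate inhibition of at least 50% and at least 75% of replicates reaching 50%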;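 also: plate controls were DMSO neutral control for no effect and GW8510 at 10 µM for full effect; many of its hits are not listed in these tables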
cardiac RTF act = cardiac RTF calcium sensitivity activators, primary screen, biochemical, IANBD-TnC fluorescence, EC20 calcium; Troponin I, cardiac muscle (Homo sapiens) + Troponin T, cardiac muscle (Homo sapiens) + …; IANBD-labeled TnC RTF fluorescence at EC20 calcium; 0% EC20 calcium, 100% full calcium; activation, % at 7.2 µM; 0.24% of 340,000 active; AID 493008, 2010;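 active = activation above the mean over all tested compounds plus 3 SD, cut at about 30% in these data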;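 also: rise in fluorescence read as greater calcium sensitivity of cardiac thin filaments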
Wnt bcat act = Wnt/beta-catenin pathway activators, primary screen, cell-based, plate reader, single point | Wnt/beta-catenin reporter cell assay, activator | activation, % at 9.35 µM | 1.2% of 300,000 active | AID 743398, 2014; in the data active = activation above about 30%, passing the limit was not always enough;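 also: 0% = neutral control wells and 100% = positive control wells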
* marks the source's active call; other numbers are inactive results; nt = not tested or not shown. Hits appear at their usual frequency; any-hit rate near 4.4%.

SMILES | Rtt109 Vps75 | PvdQ inh | SR-BI uptake up | SR-BI DiI inh | MITF TRPM1 HTS | HTR5A ag | dFosB activator | CDK5 inh | cardiac RTF act | Wnt bcat act
COc1ccc(OC)c(NC(=O)CC2SC(=Nc3ccccc3)N(CCc3ccccn3)C2=O)c1 (configuration not stated) | 8 | 10 | -59 | 59 | 6 | -4 | -8 | 2.0 | -2 | -3
O=S(=O)(c1ccccc1)N(C1=NCCS1)S(=O)(=O)c1ccccc1 | 4 | 7 | -5 | 5 | 6 | -4 | -8 | 0.2 | -8 | -4
CCOC(=O)c1nnn(-c2nonc2N)c1-c1ccccc1Cl | 4 | -11 | 6 | -6 | 0 | -2 | -11 | -0.3 | 1 | -1
C/C=C\C=C/C(=O)Nc1cccc(C2=NOC3(C2)C[C@@H](C(N)=O)N(C(=O)/C=C/CC)C3)c1 (some centres not stated) | 2 | -7 | -25 | 25 | -2 | 4 | -11 | -0.5 | 1 | nt
O=C(Nc1ccccc1C(=O)NCc1cccnc1)c1cccc([N+](=O)[O-])c1 | 16 | 7 | 13 | -13 | -6 | 0 | -8 | 2.1 | -2 | -3
CC(=O)N1CCc2cc(S(=O)(=O)NCCC(=O)NC3CCN(Cc4ccccc4)CC3)ccc21 | 3 | 0 | 4 | -4 | -6 | 2 | -2 | 0.5 | 2 | nt
COc1ccc(CNC(=S)Nc2ccc(S(N)(=O)=O)cc2)cc1 | -13 | -2 | -14 | 14 | 3 | 7 | 1 | -3.3 | 12 | 1
O=C(O)CCCNCc1ccccc1F | 1 | -5 | 26 | -26 | -7 | 4 | 1 | -1.3 | -5 | nt
CC(C)CCN1CCN(Cc2cccc3cccnc23)CC1CCO (configuration not stated) | -5 | -8 | 5 | -5 | -15 | 1 | 4 | -0.7 | 0 | -1
CC(=O)c1cccc(NC(=O)c2ccccc2-c2ccccc2C(=O)O)c1 | 1 | -11 | nt | nt | nt | -1 | 0 | -2.4 | 1 | 4
CCOc1ccc(C(C)=O)cc1N1C(=O)C2C(C1=O)C1C=CC2C12CC2 (configuration not stated) | nt | -12 | 8 | -8 | -8 | 12 | -5 | 2.2 | 3 | -1
CCOC(=O)c1cc(-c2csc(Nc3ccccc3Cl)n2)on1 | -4 | -9 | 19 | -19 | -5 | -5 | -15 | 1.1 | -1 | 2

Part of the list above in a different format:
Under each structure: Rtt109 Vps75 | PvdQ inh | SR-BI uptake up | SR-BI DiI inh | MITF TRPM1 HTS | HTR5A ag | dFosB activator | CDK5 inh | cardiac RTF act | Wnt bcat act
- COc1ccc(CNC(=S)Nc2ccc(S(N)(=O)=O)cc2)cc1
    -13 | -2 | -14 | 14 | 3 | 7 | 1 | -3.3 | 12 | 1
- O=C(O)CCCNCc1ccccc1F
    1 | -5 | 26 | -26 | -7 | 4 | 1 | -1.3 | -5 | nt
- CC(C)CCN1CCN(Cc2cccc3cccnc23)CC1CCO (configuration not stated)
    -5 | -8 | 5 | -5 | -15 | 1 | 4 | -0.7 | 0 | -1
- CC(=O)c1cccc(NC(=O)c2ccccc2-c2ccccc2C(=O)O)c1
    1 | -11 | nt | nt | nt | -1 | 0 | -2.4 | 1 | 4
- CCOc1ccc(C(C)=O)cc1N1C(=O)C2C(C1=O)C1C=CC2C12CC2 (configuration not stated)
    nt | -12 | 8 | -8 | -8 | 12 | -5 | 2.2 | 3 | -1
- CCOC(=O)c1cc(-c2csc(Nc3ccccc3Cl)n2)on1
    -4 | -9 | 19 | -19 | -5 | -5 | -15 | 1.1 | -1 | 2

Continuation.
SMILES | Rtt109 Vps75 | PvdQ inh | SR-BI uptake up | SR-BI DiI inh | MITF TRPM1 HTS | HTR5A ag | dFosB activator | CDK5 inh | cardiac RTF act | Wnt bcat act
COc1cc(/C=c2/sc3nc(-c4ccccc4)c(-c4ccccc4)n3c2=O)cc(OC)c1OC | 1 | -5 | -38 | 38 | 21 | 2 | -9 | -1.5 | 13 | nt
CC(C)C(c1nnnn1C1CCCC1)N1CCc2ccccc21 (configuration not stated) | 6 | -6 | -41 | 41 | 0 | 6 | -4 | 0.4 | -1 | 0
Cc1ccc(NC(=O)C(C)SCC(=O)Nc2ccc(F)cc2)cc1S(=O)(=O)N1CCOCC1 (configuration not stated) | 3 | -1 | -23 | 23 | 1 | 0 | -7 | -2.4 | -6 | 0
COc1ccc(C2OC(=O)CC2C(=O)N2CCN(c3cc(Cl)ccc3C)CC2)cc1OC (configuration not stated) | 8 | 6 | -8 | 8 | nt | 2 | 2 | -1.0 | 0 | -4
CCc1ccc(-c2cc(C)no2)cc1S(=O)(=O)NCCN1CCC(C)CC1 | 0 | -14 | -5 | 5 | 3 | -2 | -13 | 3.0 | 2 | -1
CC1CC(NC(=O)c2c(O)nc3ccccn3c2=O)CC(C)(C)C1 (configuration not stated) | -2 | -10 | -3 | 3 | 2 | 3 | -3 | 0.4 | 4 | -3
CCCNC(=O)CCn1cc(-c2ccc(OC)cc2)nc1CCN | 17 | 20 | 7 | -7 | 6 | -2 | 0 | 0.1 | 0 | 3
C=CCSC1=C(C#N)C(c2ccccc2Cl)C(C(=O)c2cccs2)C(O)(C(F)(F)F)N1 (configuration not stated) | 6 | -4 | -9 | 9 | -11 | 7 | -8 | nt | -1 | 2
O=C(NCC(=O)N(c1cccnc1)C(C(=O)NC1CCCCC1)c1ccccc1F)c1ccco1 (configuration not stated) | 0 | -10 | nt | nt | -4 | -6 | -10 | -0.6 | -6 | -2
COc1ccc(N2CCN(C(CNC(=O)c3cccs3)c3ccco3)CC2)cc1 (configuration not stated) | -10 | -6 | -5 | 5 | 22 | 0 | -6 | 0.3 | -10 | -3
Cc1nnc2ccc(Oc3ccc(-c4ccccc4)cc3)nn12 | -3 | -3 | 10 | -10 | 13 | 4 | -10 | -1.4 | 5 | nt
O=C(Nc1cccc(NC(=O)c2ccccc2F)c1)c1ccccc1 | 3 | -15 | 6 | -6 | -10 | 3 | 5 | -2.2 | -7 | 2
CCN(CC)S(=O)(=O)c1ccc(N2CCOCC2)c(NC(=O)c2ccc3c(c2)OCCO3)c1 | 18 | -9 | 11 | -11 | 13 | 10 | -9 | -1.1 | -4 | -2
CCOC(=O)COc1cc(O)c2c(=O)cc(-c3ccccc3)oc2c1 | 1 | 3 | -50 | 50 | 2 | -4 | -11 | -1.2 | 11 | 0
Cc1ccc(C(=O)NCc2ccc3c(c2)OCO3)c(C)c1 | -1 | 2 | -24 | 24 | 17 | 3 | -1 | -0.9 | -3 | 2
O=C(NCC1CCCO1)c1nn2c(c1Cl)NC(c1ccc(F)cc1)CC2C(F)(F)F (configuration not stated) | 8 | 6 | -14 | 14 | nt | 5 | -1 | -1.9 | -4 | -4
O=c1cc(O)c2ccccc2n1Cc1ccccc1F | -10 | -2 | 2 | -2 | 2 | -1 | 2 | 1.2 | 0 | -1
CC(C)Cc1nnc(NC(=O)CCC(=O)N2CCN(Cc3ccc(Cl)cc3)CC2)s1 | 8 | 9 | -12 | 12 | -12 | -2 | -10 | 1.0 | 2 | -2
CCOc1c(N2CCCCC2)c(=O)c1=O | 5 | -10 | -1 | 1 | -7 | 3 | 5 | 1.0 | -2 | -2
CN(C(=O)CC(NC(=O)c1ccccc1)(c1ccccc1)c1ccccc1)c1ccccc1 | 14 | -11 | 28 | -28 | nt | -5 | 1 | -0.6 | 2 | nt
COc1ccc(-c2noc(CCC(=O)NCCc3cccc(C)c3)n2)cc1 | -3 | -6 | 11 | -11 | 8 | -4 | -5 | 1.4 | -1 | nt
O=C(Cn1nc(C(F)F)cc1C(F)F)NNC(=S)Nc1ccc(Cl)cc1 | -10 | -8 | 15 | -15 | -7 | 2 | 1 | 1.1 | 1 | 1
Cc1ccc(NC(=O)c2cccc(S(=O)(=O)N3CCN(c4ccc(F)cc4)CC3)c2)nc1 | -10 | -5 | 8 | -8 | -8 | 2 | 0 | 0.5 | -4 | -4
CCSc1nc(N2CCOCC2)c2ccccc2n1 | -20 | -20 | 0 | 0 | 2 | 0 | -3 | -0.1 | 2 | -2
Cc1noc(C)c1S(=O)(=O)Nc1ccc2c(c1)C(=O)N([C@H](C)CO)C[C@H](C)[C@@H](CN(C)C(=O)Nc1ccccc1)O2 | -16 | -4 | 17 | -17 | -2 | 2 | -3 | -1.4 | -1 | -10
CCOc1ccccc1N(C(=O)c1ccco1)C(C(=O)NC1CCCC1)c1cccnc1 (configuration not stated) | -17 | -15 | 29 | -28 | -9 | 3 | 3 | 0.3 | 1 | -2
CS(=O)(=O)N(CC(N)=O)Cc1ccc(Cl)cc1 | 7 | 0 | 8 | -8 | -5 | -2 | 5 | -1.8 | 7 | -2
CC(C)(C)c1cc(CN(CCO)CCO)c(O)c(C(C)(C)C)c1 | 34 | 5 | -13 | 13 | 3 | 1 | 2 | 0.8 | 7 | 1
COC(=O)C1=C(C(=O)OC)SC(=C2C(=S)C(C)(C)N(C(=O)CC(C)C)c3ccccc32)S1 | -5 | -10 | -64 | 64 | -21 | 5 | -1 | 1.1 | 3 | -4
CCOC(=O)c1c(C)n(CC)c2c1cc(O)c1ccccc12 | 5 | -11 | -16 | 16 | 10 | 5 | -2 | 0.3 | -1 | 2
COC(CC(=O)NNC(=S)Nc1ccc(Cl)cc1)OC | nt | 4 | 3 | -3 | 3 | -2 | -1 | 0.9 | 5 | -5

Just SR-BI uptake up, Wnt bcat act and MITF TRPM1 HTS, for 3 of the compounds above:
| SMILES | SR-BI uptake up | Wnt bcat act | MITF TRPM1 HTS |
| --- | --- | --- | --- |
| CCOc1ccccc1N(C(=O)c1ccco1)C(C(=O)NC1CCCC1)c1cccnc1 (configuration not stated) | 29 | -2 | -9 |
| CS(=O)(=O)N(CC(N)=O)Cc1ccc(Cl)cc1 | 8 | -2 | -5 |
| CC(C)(C)c1cc(CN(CCO)CCO)c(O)c(C(C)(C)C)c1 | -13 | 1 | 3 |
